# CHT block: inhibits the human high affinity choline transporter; B-score at 10 µM; Q9GZV3; CHT-expressing cells, membrane potential dye, choline response; stronger effect = lower value; 0.86% of 310,000 active;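 active = B-score over 3 SD under the library average, and starting fluorescence ratio not unusually high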;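 also: choline stimulus applied at its EC90 after an EC20 pre-addition; B-score computed on integrated fluorescence ratio after choline addition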
# CHT PAM: allosterically activates the human high affinity choline transporter; B-score at 10 µM; Q9GZV3; CHT-expressing cells, membrane potential dye, choline EC20; stronger effect = higher value; LV-AA mutant CHT in HEK293 cells; 0.49% of 310,000 active;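 active = initial fluorescence not abnormally high and integrated response B-score, plate-corrected, over 3 SD above library mean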
# STK33 inh: human STK33 kinase inhibition; Q9BYT3; purified STK33, MBP phosphorylation, ADP-Glo luminescence; inhibition, % at 10 µM; 0.073% of 320,000 active;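 active = inhibition at or above 25%, using the most active replicate where run in duplicate; inactive = inhibition below 25%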
# Target sequence (Q9BYT3 whole entry, looked up): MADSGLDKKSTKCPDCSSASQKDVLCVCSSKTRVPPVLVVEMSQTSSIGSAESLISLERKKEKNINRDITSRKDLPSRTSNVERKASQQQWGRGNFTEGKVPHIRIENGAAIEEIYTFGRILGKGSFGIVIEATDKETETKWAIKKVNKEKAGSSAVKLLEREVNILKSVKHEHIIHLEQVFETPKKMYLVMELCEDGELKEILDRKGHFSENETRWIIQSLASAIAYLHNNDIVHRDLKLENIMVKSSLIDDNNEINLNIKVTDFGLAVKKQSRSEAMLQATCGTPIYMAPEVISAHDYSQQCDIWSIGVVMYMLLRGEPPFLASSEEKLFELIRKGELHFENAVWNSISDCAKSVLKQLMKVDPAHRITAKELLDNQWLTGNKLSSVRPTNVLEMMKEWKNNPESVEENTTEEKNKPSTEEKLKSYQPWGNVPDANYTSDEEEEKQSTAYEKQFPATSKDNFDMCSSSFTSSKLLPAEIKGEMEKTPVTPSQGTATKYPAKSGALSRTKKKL
# Numbers without * were called inactive; i = inactive; . = not tested or not shown.
# Values run as follows: CHT PAM	CHT block	STK33 inh
COc1ccc(S(=O)(=O)NCC(c2ccc3c(c2)OCO3)N2CCOCC2)cc1 (stereo not given)
    i	i	-1.6
CN(C(=O)Cn1cc(C(F)(F)F)ccc1=O)c1c(N)n(Cc2ccccc2)c(=O)[nH]c1=O
    i	i	1.0
CC(SCc1ccccc1)C(=O)Nc1ccccc1F (stereo not given)
    i	i	-0.3
Cc1cc(C(=O)CC#N)c(C)n1CC(F)(F)F
    i	i	-1.1
CC1CN(C(=O)N2c3ccccc3Sc3ccccc32)CC(C)O1 (stereo not given)
    i	i	0.5
O=C(NCc1ccco1)c1c(F)c(F)c(F)c(C(=O)NCc2ccco2)c1F
    i	i	-2.8
Cc1nn(CC#N)c(=O)n1-c1ccc(Cl)cc1
    i	i	-0.4
Cc1ccc(NC(=O)c2cc(S(=O)(=O)N(C)C)ccc2N2CCCC2)cc1S(=O)(=O)N(C)C
    i	i	-0.3
CCOC(=O)C1CCCN(C2CC(=O)N(c3cccc(C(F)(F)F)c3)C2=O)C1 (stereo not given)
    i	i	0.7
Cc1ccc(S(=O)(=O)N2CCN(S(=O)(=O)N3CCCCCC3)CC2)cc1
    i	i	-3.0
C=CCn1c(NCc2ccc(OC)cc2O)nc2ccccc21
    i	i	-2.1
N#CCC(=O)Nc1ccc(C(=O)Nc2cccc(S(N)(=O)=O)c2)cc1
    i	i	4.0
O=C(NCc1ccc2c(c1)OCO2)c1cc(=O)[nH]c2ccccc12
    i	i	-0.2
O=C1CC(c2ccc(F)cc2)Cc2nc(NCC3CCCO3)ncc21 (stereo not given)
    i	i	0.1
Cc1cc(N=Nc2ccc3ccccc3c2)ccc1O
    i	i	-1.1
CCOC(=O)c1cc2c(nc1C)-c1cc(Cl)cc(Cl)c1OC2O (stereo not given)
    i	i	-1.0
CCCNc1nc2c(c(=O)[nH]c(=O)n2C)n1Cc1ccc(F)cc1
    i	i	-0.1
NC(=O)c1cc([N+](=O)[O-])ccc1NCCc1ccccc1
    i	i	-0.1
C=C(C)CN(CC)C(=O)CSc1nc(O)cc(=O)n1C1CCCC1
    i	i	0.3
CCc1cccc(NC2c3ccccc3C(=O)N2c2ccc(C)cn2)c1 (stereo not given)
    i	i	-2.3
CNC(=O)c1ccc(Nc2nc(-c3ccccc3)nc3ccccc23)cc1
    i	i	2.2
COC(=O)c1ccccc1S(=O)(=O)N(CCCO)Cc1cc2c(C)ccc(C)c2[nH]c1=O
    i	i	.
COc1ccc(-c2ccc(SCC(=O)NCc3ccco3)nn2)cc1
    i	i	1.4
O=C(COc1ccc(Cl)cc1)NCCCNC(=O)c1ccccn1
    i	i	-0.4
CCOC(=O)c1csc(COc2ccccc2Cl)n1
    i	i	0.0
O=C(NC(=S)Nc1ccc(N2CCCCC2)cc1)c1cccs1
    i	i	-1.1
COC(=O)c1ccc2c(=O)[nH]c(COC(=O)c3cccc(S(=O)(=O)N4CCOCC4)c3)nc2c1
    i	i	-0.1
Cc1nnc(NC(=O)c2ccc3c(c2)C(=O)N(CC2CCCO2)C3=O)s1 (stereo not given)
    i	i	-0.9
O=C(c1ccc(F)cc1)C1CCN(C(=O)N2CCOCC2)CC1
    i	i	0.2
CCn1nc(C(=O)OCC(=O)NC(C)C)c2ccccc2c1=O
    i	i	0.7
CCSc1ccccc1C(=O)Nc1cc(C)on1
    i	i	-1.0
COc1ccc(C(=O)N/N=C/C(Br)=C/c2ccccc2)cc1
    i	i	0.9
COc1ccc(NC(=O)CSc2nnc(-c3ccncc3)n2C)cc1
    i	i	-0.1
O=C(c1ccc(S(=O)(=O)N2CCCC2)cc1)N(Cc1ccco1)C1CCS(=O)(=O)C1 (stereo not given)
    i	i	-1.3
CSc1ccc(C(=O)N2CCC(n3nccc3NC(=O)C3CC3)CC2)cc1
    i	i	-0.5
Cc1cc(Nc2cccc(Cl)c2C)n2ncnc2n1
    i	i	0.1
COc1cc(NC(C)CCCN)c2ncccc2c1Oc1ccccc1 (stereo not given)
    i	i	.
Nc1c(N2CCCCC2)c(=O)[nH]c(=O)n1-c1ccccc1
    i	i	-0.9
CCC(=O)Nc1cccc(NC(=O)c2ccc3c(c2)OCO3)c1
    i	i	-2.2
CC(C)(C)c1ccc(C(CC(=O)O)NS(=O)(=O)Cc2ccccc2)cc1 (stereo not given)
    i	i	-1.6
O=C(NCCN=C1NS(=O)(=O)c2ccccc21)c1ccc(S(=O)(=O)N2CCOCC2)cc1
    i	i	1.2
Cc1nn(Cc2ccccc2)c(Cl)c1C(=O)NC(C)(C)C
    i	i	0.0
Cc1ccc(C(=O)NCCN(C)C)cc1C
    i	i	-0.7
CN1CCCc2cc(C=O)ccc21
    i	i	0.3
COc1cccc2c1OCC(CN1CCN(C3CCCCC3)C(CCO)C1)=C2 (stereo not given)
    i	i	0.3
CCOC(=O)/C=c1\s/c(=C\c2ccccc2OC)c(=O)n1CC(=O)N1CCOCC1
    i	i	-1.0
CCc1ccc(Oc2coc3cc(O)ccc3c2=O)cc1
    i	i	-1.1
Cc1ccc(S(=O)(=O)N2CCOCC2)cc1C(=O)Nc1ccc(S(=O)(=O)Nc2nccs2)cc1
    i	i	-0.8
Cc1ccc2c(c1)N(CC(=O)NCC(C)c1ccccc1)C(=O)c1cccnc1O2 (stereo not given)
    i	i	2.0
CCOC(=O)C(Cc1ccccc1)(NC(C)=O)C(=O)OCC
    i	i	-2.0
C/C(CCc1ccccc1)=N\NC(=O)CC(=O)NCCc1ccccc1
    i	i	0.4
CCNC(=O)C/C(C)=N/NC(=O)C12CC3CC(CC(C3)C1)C2
    i	i	1.1
Cc1nnc(NC(=O)c2ccc(S(=O)(=O)N3CCOCC3)cc2)s1
    i	i	-1.6
Nc1ccc(C(=O)OCC(=O)N2c3ccccc3Sc3ccccc32)cc1[N+](=O)[O-]
    i	i	-2.0
Cc1cc(C)n(-c2ccc(C(=O)NC3=NCCS3)cc2)n1
    i	i	-1.7
COC(=O)C[C@H]1c2cc(C(F)(F)F)ccc2S(=O)(=O)N1Cc1ccccc1
    i	i	-0.1
Cc1cccc2cc(C3CC(c4ccco4)=NN3S(=O)(=O)c3ccccc3)c(Cl)nc12 (stereo not given)
    i	i	0.3
CCOc1ccc(N2CC(O)(c3ccc(F)cc3)[N+]3=C2CCCC3)cc1 (stereo not given)
    i	i	0.5
CC12CCC(c3nnc(SCc4ccc(Cl)cc4)nc31)C2(C)C (stereo not given)
    i	i	0.8
COc1ccc(NC(=S)N2CCC(c3nc4ccc(Cl)cc4[nH]3)CC2)c(OC)c1
    i	i	0.1

# More entries follow:
# Values run as follows: CHT PAM	CHT block	STK33 inh
O=C(Cn1nc(Cl)nc1Cl)c1ccc([N+](=O)[O-])cc1
    i	i	-1.2
CN(C)c1ccc(N2C(=O)CC(Sc3ccccc3C(=O)O)C2=O)cc1 (stereo not given)
    i	i	-0.7
Clc1ccc2scc(CN3CCCC3)c2c1
    i	i	-1.8
CCC(=O)Nc1nc(-c2ccc3c(c2)OCCO3)cs1
    i	i	0.7
CCSC1(SCC)N=C(N)C2(C#N)C(c3ccc(F)cc3)C12C#N (stereo not given)
    i	i	-0.6
CN(Cc1cn(C)nc1-c1ccc(Oc2ccccc2)cc1)Cc1cnc2ccccn12
    i	i	-0.1
CC(NC(=S)Nc1ccccc1OC(F)F)C(C)(C)C (stereo not given)
    i	i	-0.7
O=C(CSCc1cnn(-c2ccccc2)c1-n1cccc1)NCc1ccccn1
    i	i	-2.3
CN(C)Cc1cc(CN(C)C)c(O)c(CCc2ccccc2)n1
    i	i	-0.8
CCN(CC)C(=O)CN(c1cccc(Br)c1)S(C)(=O)=O
    i	i	0.8
Cc1ccc(-n2nc3c(c2NC(=O)c2ccc4c(c2)OCO4)CS(=O)(=O)C3)c(C)c1
    i	i	1.1
O=C(N/N=C/c1ccc(O)cc1)c1cccc(C(F)(F)F)c1
    i	i	0.0
O=C(NCc1ccccn1)c1nc(-c2ccc(C(F)(F)F)cc2)no1
    i	i	-0.2
CCOC(=O)c1[nH]c(C)c(C(=O)OCc2ccccc2F)c1C
    i	i	-0.8
Cc1ccc(N2NC(=O)/C(=C/c3ccc(-c4ccc(Cl)c(C(=O)O)c4)o3)C2=O)cc1C
    i	i	-0.9
Cc1ccccc1NCC(=O)N/N=C/c1ccc([N+](=O)[O-])cc1
    i	i	0.2
Cc1ccc(S(=O)(=O)N2CCCC(c3nc4c(nnn4Cc4ccc5c(c4)OCCO5)c(=O)[nH]3)C2)cc1 (stereo not given)
    i	i	-1.1
O=C(CSc1nc(=O)n2ccccc2n1)NCc1ccc(F)cc1
    i	i	-1.2
CC1(C)C(=O)OC(c2cccc([N+](=O)[O-])c2)C2(CCCCC2)C1=O (stereo not given)
    i	i	-0.2
O=C(CSc1nnc(COc2ccccc2)o1)NCCc1ccccc1
    i	i	-1.1
CCOc1ccccc1NC(=O)CSc1nc2cccnc2n1C
    i	i	2.3
O=C(Nc1cc(Br)ccc1O)c1cc(-c2cccs2)on1
    i	i	-0.4
CCn1ccc2c(OCC(=O)NCCc3ccc(OC)c(OC)c3)cccc2c1=O
    i	i	-0.9
Brc1ccc(N/N=C(/N=Nc2nn[nH]n2)c2ccccc2)cc1
    i	i	11
O=C(NCCN1C(=O)C2C3C=CC(C3)C2C1=O)Nc1ccccn1 (stereo not given)
    i	i	1.8
COc1ccc(CCNC(=O)C(C)Sc2ccc(C)cc2)cc1OC (stereo not given)
    i	i	-0.5
CC(C)(C)NCCOc1ccc(Br)cc1
    i	i	-0.9
O=C(Nc1ccnc(-c2ccncc2)n1)c1cccs1
    i	i	-1.7
O=C(CN1CCC(n2nnc3cc(F)ccc32)CC1)Nc1ccc2c(c1)CCC2
    i	i	-1.8
Cc1ccc(S(=O)(=O)N2CCN(C(=O)C(C)Cn3nc(C)c(C)c3C)CC2)cc1 (stereo not given)
    i	i	-0.5
COc1ccc2cc(S(=O)(=O)c3ccccc3)c(=O)oc2c1
    i	i	-0.1
Cc1nn(-c2ccccc2)c(N2CCCC2)c1/C=C1\N=C(c2ccccc2)OC1=O
    i	i	0.5
Cc1ccc2nc(-c3ccc(NC(=O)CN4CCN(c5ccccn5)CC4)cc3)sc2c1
    i	i	-2.3
COc1ccc(NC(=O)Nc2nnc(Cc3ccc(OC)c(OC)c3)s2)cc1
    i	i	0.1
O=c1cc(C(F)(F)F)nc(SC/C=C/c2ccccc2)[nH]1
    i	i	0.1
CN(C)/C=C1\C(=O)N(C)N=C1C(F)(F)F
    i	i	-1.2
CCN(CC)CCCNC(=O)c1cc2c(Cl)nc3ccccc3c2s1
    i	i	3.5
CC(=O)NCC(=O)OCC(=O)c1ccc(Cl)cc1
    i	i	.
COc1ccc(CCC(=O)Nc2cccc(S(=O)(=O)N(C)C)c2)cc1OC
    i	i	2.2
O=C(CCCC(=O)OCC(Cl)=C(Cl)Cl)Nc1cccc2ccccc12
    i	i	-1.3
Cc1cc(C)n2nc(Nc3ccccc3)cc2n1
    i	i	1.1
CCCc1cc(C(=O)Nc2ccc(C(=O)OC)cc2)cs1
    i	i	0.0
CCOC(=O)CSc1nc(C)cc2c1C(=O)OC2
    i	i	-1.4
Cn1c(N)c(C(=O)COC(=O)/C=C/c2ccc(S(=O)(=O)N3CCOCC3)cc2)c(=O)n(C)c1=O
    i	i	-0.5
O=C(O)COc1ccc2c3c(c(=O)oc2c1)CCCC3
    i	i	-2.0
CCC1(c2ccccc2)NC(=O)N(CC(=O)Nc2ccc(S(=O)(=O)N3CC(C)CC(C)C3)cc2)C1=O (stereo not given)
    i	i	1.2
O=Cc1sc(Nc2ccccc2)nc1Cl
    i	i	1.3
COC(=O)CSc1[nH]c2cc(C)ccc2c1[N+](=O)[O-]
    i	i	-2.0
CSc1cccc(NC(=O)C2CCCN(S(=O)(=O)c3ccc(F)cc3)C2)c1 (stereo not given)
    i	i	-0.9
COc1ccc(C(=O)COc2ccc(F)cc2)c(O)c1
    i	i	-1.2
Oc1ccc(-c2cn3ccccc3n2)cc1O
    i	i	6.6
Cc1ccccc1-n1c(SCC(=O)N/N=C/c2ccccc2OCC(=O)O)nc2ccccc2c1=O
    i	i	-1.3
COC(=O)c1ccc(Oc2c(Cl)cccc2[N+](=O)[O-])cc1
    i	i	-1.7
CC(O)/C=C/c1cccc[n+]1C (stereo not given)
    i	i	-0.3
S=C(Nc1ccc(Oc2ccccc2)cc1)N1CCN(c2ccccn2)CC1
    i	i	-1.5

# Source: PubChem (several laboratories)
